Tat export inh: blocks Tat-dependent protein export in E. coli | E. coli MC4100 TorA-mCherry Tat export, fluorescence | inhibition, % at 10 µM | 0.036% of 340,000 active | AID 488895;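 active means mean replicate inhibition at least 50% and at least half of replicates individually reaching 50%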;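 further: exported cargo escapes ClpAP degradation while cytoplasmic cargo is degraded and loses fluorescence; 0% = median of neutral control wells and 100% = median of NaSCN control wells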
MOR-DOR ag: agonists of human mu-delta opioid receptor heterodimerization; P35372+P41143; cells, OPRM1-OPRD1 heterodimerization, luminescence; activation, % at 9.3 µM; 0.3% of 340,000 active; AID 504326; in the data active means activation above about 18%;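 further: 0% = vehicle-treated cells and 100% = reference agonist; values of inactives mirror those of a sister screen read the other way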
Target sequence (P35372 whole entry, looked up): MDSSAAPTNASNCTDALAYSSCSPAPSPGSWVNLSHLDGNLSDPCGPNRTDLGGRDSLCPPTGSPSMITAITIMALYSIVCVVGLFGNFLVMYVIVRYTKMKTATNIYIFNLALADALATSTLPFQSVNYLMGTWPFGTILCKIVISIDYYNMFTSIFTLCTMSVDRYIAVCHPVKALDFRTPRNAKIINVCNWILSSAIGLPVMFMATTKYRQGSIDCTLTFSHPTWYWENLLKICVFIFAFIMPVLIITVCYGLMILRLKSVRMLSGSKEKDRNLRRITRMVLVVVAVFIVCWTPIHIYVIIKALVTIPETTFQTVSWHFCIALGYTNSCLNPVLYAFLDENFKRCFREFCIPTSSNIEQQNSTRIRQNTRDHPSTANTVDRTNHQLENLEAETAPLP
Target sequence (P41143 whole entry, looked up): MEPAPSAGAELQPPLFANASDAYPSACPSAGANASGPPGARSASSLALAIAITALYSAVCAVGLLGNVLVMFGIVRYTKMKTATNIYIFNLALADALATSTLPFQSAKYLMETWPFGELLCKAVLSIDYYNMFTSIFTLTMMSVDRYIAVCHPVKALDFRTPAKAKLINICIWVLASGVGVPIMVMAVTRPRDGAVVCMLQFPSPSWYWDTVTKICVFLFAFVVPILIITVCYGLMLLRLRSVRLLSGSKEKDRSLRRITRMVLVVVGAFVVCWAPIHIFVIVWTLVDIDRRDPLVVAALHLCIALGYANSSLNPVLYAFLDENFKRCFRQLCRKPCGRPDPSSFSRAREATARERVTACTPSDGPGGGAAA
AddAB inh: less growth of phage-infected E. coli with AddAB; E. coli expressing H. pylori AddAB, absorbance growth; inhibition, % at 11.9 µM; 0.29% of 330,000 active; in the data active means inhibition above about 12%;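 further: 0% = vehicle wells of infected cells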
phage Ecoli inh: E. coli growth loss with phage present. growth absorbance. inhibition, % at 11.9 µM. 0.26% of 360,000 active; in the data active means inhibition above about 11%
Mot1-301 SUMO: blocks SUMOylation pathway, rescuing yeast Mot1-301 growth. S. cerevisiae Mot1-301 growth rescue, ATP luminescence, 38.5C; percent above DMSO median, 100 means doubled. growth rescue, % at 18.8 µM. 1% of 320,000 active;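 active means every valid replicate shows activation above 250% relative to neutral control wells; inactive means the rest, any valid replicate at or below 250%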;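 further: OY570 slx delta 5 strain wells were the positive control but not used for scaling; some compounds called inactive have numbers as strong as hits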
PfHsp90 set2: growth inhibition of yeast expressing Plasmodium Hsp90; S. cerevisiae expressing PfHsp90, BacTiter-Glo ATP, 48 h; yeast lacking PDR1 and PDR3 efflux regulators; inhibition, % at 9.4 µM; 0.32% of 310,000 active; AID 504621;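 active means every replicate shows inhibition above about 80%, whatever the replicate mean, limit read from the data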;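 further: 0% = DMSO neutral controls and 100% = 20 µM radicicol positive controls; yeast relying on Plasmodium falciparum Hsp90 in place of its own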
Arrestin-AP2 inh: blocks beta-arrestin peptide binding to AP2 adaptin | inhibition, % at 10 µM | 0.31% of 340,000 active | FITC-arrestin peptide / GST-AP2 beads, flow cytometry; AP2 beta2 appendage carries R879A mutation | AID 504490;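 active means inhibition above a set limit, near 3 SD of compounds lacking own fluorescence, cut at about 54% in these data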;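 further: plate controls were DMSO wells for no effect and 5 µM unlabelled arrestin peptide for full effect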
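Material – GST-tagged AP2 beta2-adaptin appendage (R879A) on 4 µm glutathione beads · Probe or stimulus – fluorescein-tagged arrestin peptide at 50 nM final · Timing – 12 min plus 1 h, RT · Detection – bead flow cytometry, FITC channel · Read-out basis – inhibition as reduced fluorescein signal on beads, percent · Medium – PBS plus Tween 20 (0.05%) and BSA (0.1%)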
OPRM1-OPRD1 inv: mu-delta opioid heterodimer inverse agonism. P35372+P41143. cell-based MOR-DOR heterodimer luminescence. inhibition, % at 9.3 µM. 0.21% of 340,000 active; in the data active means inhibition above about 22%, passing the limit was not always enough;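 further: 0% = cells with DMSO and 100% = wells without cells with DMSO; values of inactives mirror those of a sister screen read the other way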
Ecoli viability: bacterial growth inhibition, counter-screen for AddAB inhibitors | E. coli V3065 growth, OD600 absorbance, 18 h | inhibition, % at 11.9 µM | 0.27% of 330,000 active;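 active means inhibition above the campaign's mean inhibition across all tested compounds plus 3 SD, cut at about 9.9% in these data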;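 further: uninfected addAB+ strain grown without phage in ampicillin broth; 0% = DMSO wells and 100% = ciprofloxacin 0.95 µg/ml wells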
PKA-R1A act: activates the PKA-R1A holoenzyme complex. PKA-R1A dissociation, Cy5-IP20 fluorescence polarization; scaled: DMSO 0%, 113 µM cGMP 100%. activation, % at 11.4 µM. 0.083% of 340,000 active;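 active means percent activation above the mean of all tested compounds plus 3 SD, cut at about 19% in these data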;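 further: higher means more PKAc released from R1A so a rise in polarization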
Pemphigus Ab inh: human desmoglein-3 autoantibody binding inhibition | DSG3-coupled beads, scFv-anti-DSG3-GFP binding, flow cytometry; stronger effect = lower value | binding (percent of control), % at 10 µM | 0.48% of 310,000 active;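 active means binding more than 3 SD below its plate's average and above zero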;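 further: hits lower antibody fragment binding to DSG3; some compounds called inactive have numbers as strong as hits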
Numbers without * were called inactive; i = inactive; nt = not tested or not shown.

SMILES	Tat export inh	MOR-DOR ag	AddAB inh	phage Ecoli inh	Mot1-301 SUMO	PfHsp90 set2	Arrestin-AP2 inh	OPRM1-OPRD1 inv	Ecoli viability	PKA-R1A act	Pemphigus Ab inh
COC(=O)CN1C(=O)[C@H]2[C@@H](/C=C/c3ccccc3)N3C(=O)CN(CC4CC4)C(=O)[C@@]3(Cc3ccccc3)[C@H]2C1=O	-2	-3.7	4.2	1.8	-9	-9	4	17	1.2	-1	98
CCN(CC)C(=O)/C=C/c1ccccc1	7	-3.4	1.7	-2.6	70	nt	-1	19	1.5	-5	101
CCCCc1nnc(SCC(=O)Nc2nccs2)n1C	-3	-1.1	-0.6	0.9	-10	-7	-14	7	1.2	-5	106
O=C(NCc1ccncc1)C1CCN(S(=O)(=O)c2cc(Cl)ccc2Cl)CC1	8	-0.1	2.5	0.8	6	23	-11	0	-1.1	0	97
Cc1cc(C)n(CC(C)NC(=O)c2cc(COc3c(F)cccc3F)on2)n1 (centres undefined)	3	0.1	-0.2	3.7	-3	-18	25	0	1.8	-6	nt
COc1ccccc1N1CCN(c2nc(C)nc3c2oc2ccccc23)CC1	1	-1.5	-0.8	3.4	-21	nt	2	8	-0.6	-21	97
COc1c(C=NNC(N)=O)c(OC)c(OC)c2c1CCO2	-4	-1.9	nt	3.3	nt	-5	-7	9	nt	-6	nt
C=CCOc1ccc(/C=C2\SC(=S)N(N3CCOCC3)C2=O)cc1	-5	1.0	2.3	3.9	5	3	46	-5	0.0	-5	99
Cc1cccc(C)c1NC(=O)CN(C)CC(=O)c1c(N)n(Cc2ccccc2)c(=O)n(C)c1=O	7	0.1	0.6	2.0	-3	nt	39	0	0.9	-17	105
CCS(=O)(=O)N1CCCC(C(=O)NCc2ccccc2Cl)C1 (centres undefined)	1	-1.1	0.0	2.4	-10	3	-2	7	1.7	-11	100
CCOC(=O)c1cc2c(nc1N)CCCC2	-8	-3.3	5.2	1.1	104	18	5	17	1.7	-13	97
CCOC(=O)NC(NC(=O)OCC)C(=O)c1ccccc1	-6	0.7	0.8	-0.1	-4	2	21	-4	-0.5	3	95
CCOc1ccc2nc(SCC(=O)c3ccccc3)sc2c1	-3	3.5	-0.1	3.6	6	-33	2	-20	-0.2	-3	96
O=C(Nc1nnc(S(=O)(=O)Cc2ccc(F)cc2)s1)c1ccccc1F	4	0.9	4.6	2.0	-1	-5	-13	-4	1.6	-7	99
O=C(Nc1ccc(F)cc1)Nc1ccc(N2CCCC2)c(S(=O)(=O)Nc2ccccc2Cl)c1	2	3.2	0.3	3.6	20	-10	20	-17	1.0	-1	nt
O=C(CCCCC(=O)OCC1CCCO1)OCC1CCCO1 (centres undefined)	-14	-3.3	nt	2.5	nt	-6	1	17	nt	-7	120
COc1ccccc1N1CCN(C(=O)Cn2nnc(-c3ccncc3)n2)CC1	-7	-2.1	0.4	1.2	16	-2	-2	12	-0.5	-15	95
CCN(C[C@H]1N[C@@](Cc2ccccc2)(C(=O)OC)[C@H]2C(=O)N(C)C(=O)[C@@H]12)C(=O)c1ccc(C(C)(C)C)cc1	8	-4.2	1.2	2.5	nt	-14	2	20	-0.5	0	92
COc1ccccc1C(=O)Nc1ccc(OCC(=O)N2CC(C)OC(C)C2)cc1 (centres undefined)	-3	2.1	-0.8	-0.1	3	-15	-8	-9	-1.4	1	115
CN(C)S(=O)(=O)c1ccc(-c2ccccc2)cc1	4	-0.3	-0.2	1.9	6	-1	2	2	-0.2	6	104
O=c1[nH]ncc(N/N=C\c2cccs2)c1Cl	16	0.4	-0.6	4.3	20	6	3	-3	-0.7	-5	103
Cc1c(NS(=O)(=O)c2ccc3c(c2)n(C)c(=O)n3C)c(=O)n(-c2ccccc2)n1C	2	-0.5	0.4	0.9	-14	-20	19	3	2.4	4	102
CCCC(NC(=O)C(C)Sc1nnnn1C1CC1)c1ccccc1 (centres undefined)	-8	-2.3	-0.3	-0.5	16	13	-8	10	-2.6	-1	95
COc1ccc([N+](=O)[O-])cc1NC(=O)C1CCCN1S(=O)(=O)c1cccs1 (centres undefined)	13	0.3	0.3	3.0	418*	nt	-9	-2	-2.3	-19	92
COc1ccc(Cl)cc1C(=O)NNC(=O)CCNC(C)=O	-5	0.5	4.9	1.3	5	7	3	-2	1.2	0	104
COC(=O)NCC(c1ccc2c(c1)OCO2)N1CCN(c2ccccc2)CC1 (centres undefined)	1	217*	3.0	0.5	0	19	-9	i	-1.2	-5	94
COc1ccccc1CN1CC(C(=O)NCCN2CCOC2=O)CCC1=O (centres undefined)	-6	-1.7	nt	2.6	2	-16	15	10	nt	2	98
CCCCC#Cc1cncc(C(=O)N/N=C/c2ccccc2)c1	-6	5.5	0.0	-0.8	-9	1	4	-29	-0.2	-3	115
N#CCC(=O)N/N=C/c1cn(Cc2ccc3ccccc3c2)c2ccccc12	5	16	0.2	-1.0	-8	-1	15	-80	0.6	6	108
N#Cc1cccc(NC(=O)Cc2ccccc2)c1	7	-1.5	4.3	1.1	-25	7	-2	8	-0.7	-2	102
Cc1c(-n2c(O)c(C3=c4ccccc4=NC3=O)sc2=O)c(=O)n(-c2ccccc2)n1C	-12	2.5	1.6	3.2	-15	-10	46	-12	0.4	0	101
COc1ccc(OC)c(NC(=O)CSc2nnc(Cn3nnc4ccccc43)n2C)c1	-4	-3.4	1.5	1.5	-14	-5	13	18	-1.1	-3	nt
COc1ccc(C2COC(=O)C2=N)c(NC(=O)c2ccccc2)c1 (centres undefined)	-6	-1.4	2.0	2.6	17	14	-1	8	-1.7	-5	102
O=S(=O)(NC(=S)NC1CCCCC1)c1ccc(Cl)cc1	6	-5.6	1.6	2.2	0	3	2	26	0.6	-8	96
O=C(CSc1n[nH]c(-c2ccccc2)n1)Nc1ncccn1	-5	-1.0	2.2	1.4	11	7	-1	6	0.3	0	86
CCc1nccn1S(=O)(=O)c1cccc([N+](=O)[O-])c1	-5	-1.4	3.0	0.8	1	1	-2	8	2.1	-13	98
CC(C)(C)C(=O)Nc1ccc(-c2cn3cccnc3n2)cc1	-2	-0.3	0.7	-0.5	10	19	18	1	-2.1	-4	121
COc1cnc(-c2ccccn2)nc1Sc1cccc(Cl)c1	1	-0.8	-1.7	-1.2	-2	-23	28	4	-3.1	-14	105
C/C(=N/NC(=O)CNC(=O)c1cccnc1)c1ccccc1	1	0.6	0.8	2.5	6	30	11	-3	1.7	-14	102
Cc1nn(C)c(Oc2cccc(Cl)c2)c1C(=O)O	-3	-0.2	1.8	1.6	36	-14	2	1	0.4	-6	112
CCCCN1CC(C(=O)NC2CCCCC2)CC1=O (centres undefined)	-1	-1.6	-0.8	1.0	24	-3	19	9	0.6	-3	106
COc1ccc(/C=C(\C#N)C(=O)N=CN(C)C)cc1	-11	-4.0	2.1	4.9	12	15	1	18	-1.0	-6	111
COc1ccc(S(=O)(=O)N(C)CC(=O)NC2CCCCC2)cc1OC	-12	-1.4	-0.3	3.2	-9	-8	43	8	-0.6	3	101
O=C(COc1ccc(Cl)cc1Cl)NCCC1=CCCCC1	16	1.5	3.4	0.6	331	-9	11	-8	0.0	10	70
O=C(COc1ccc(Cl)cc1Cl)NN1C(=O)C2C3C=CC(C3)C2C1=O (centres undefined)	3	1.5	1.8	2.1	13	12	15	-8	-1.0	-5	105
O=C(CC1SC(=Nc2cccc3ccccc23)N(Cc2ccccn2)C1=O)Nc1ccccc1Br (centres undefined)	7	0.8	3.1	1.7	-5	3	0	-5	1.1	-11	100
Cc1onc(-c2c(F)cccc2Cl)c1C(=O)ONC(=O)c1ccccc1	-5	-0.3	0.4	2.6	-3	-4	-9	2	-3.5	4	nt
CCCCn1c(SCC(=O)N2CCC(C)CC2)nc2ccsc2c1=O	20	1.1	1.2	1.6	5	-20	15	-6	0.2	11	102
CS(=O)(=O)N1N=C(c2ccco2)CC1c1ccccc1 (centres undefined)	5	-0.2	3.1	2.4	12	8	-1	1	1.1	-2	116
O=C(O)C1C2C=CC3(CN(Cc4ccncc4)C(=O)C13)O2 (centres undefined)	-8	-0.7	2.3	4.3	-8	-5	14	4	-0.1	3	nt
COc1cccc(OCCNc2cc(N3CCCCC3)ccc2[N+](=O)[O-])c1	8	-0.8	-0.6	2.8	-27	7	19	5	-0.8	7	106
COCCn1c(SCC(=O)Nc2ccccc2)nnc1-c1ccoc1C	-3	1.0	1.2	-0.6	4	-19	19	-7	0.2	-3	nt
CC(=O)Nc1ccc(S(=O)(=O)N2CCN(c3ncccn3)CC2)cc1	1	-0.4	1.9	0.5	14	-2	-2	2	-1.2	10	115
O=C(O)c1ccc(Cl)cc1NC(=O)C1CCCO1 (centres undefined)	4	-1.6	2.9	0.7	27	10	2	8	3.4	2	96
COc1ccc(OC)c2[nH]c(=O)c(CCNC(=O)COc3ccccc3)cc12	-3	-2.4	1.1	1.4	-12	17	16	12	-2.0	-5	97
COc1ccccc1NC(=O)C/C(C)=N/NC(=O)COc1c(Br)cc(Br)cc1OC	2	-1.9	5.2	2.6	68	-2	22	10	-0.5	-16	93
COc1ccc(-c2nc(-c3ccccc3)no2)c(OC)c1	4	1.4	0.5	3.6	57	34	18	-8	1.3	-1	87
Cc1nc(/C(N)=N/OC(=O)c2c(-c3ccccc3Cl)noc2C)cs1	1	2.7	4.1	-0.6	7	-4	29	-14	-1.2	6	104
CCN(CC(=O)Nc1ccc(OC)cc1)C(=O)c1oc2c(Cl)cccc2c1C	-6	1.5	0.2	-0.1	-25	4	7	-10	-0.1	-6	102
Cc1cc(C)cc(-n2nnnc2SCC(=O)N2CCOCC2)c1	0	-1.1	0.6	2.1	-10	4	-2	6	0.6	8	93
COc1cc(/C=N/NS(=O)(=O)c2ccc(C)cc2)ccc1OCc1cccc(C(=O)O)c1	-7	-1.7	4.0	1.1	733*	-3	3	9	1.0	-1	97
COc1ccc(C(=O)Nc2ccnn2C2CCN(C(=O)c3cc(C)on3)CC2)cc1	-5	-0.4	-1.3	2.7	251	1	0	3	-0.2	4	101

Two compounds from above, reduced to PKA-R1A act.
mol	PKA-R1A act
COc1ccc(C(=O)Nc2ccnn2C2CCN(C(=O)c3cc(C)on3)CC2)cc1	4
O=C(O)C1C2C=CC3(CN(Cc4ccncc4)C(=O)C13)O2 (centres undefined)	3
